Screening data deposited in PubChem by several laboratories.
UBC9 SUMO inh: inhibitors of in vitro SUMOylation cascade, primary screen, biochemical, HTRF, uHTS; SUMO-conjugating enzyme UBC9 (Homo sapiens), P63279; HTRF SUMOylation assay, SAE1/SAE2 + UBC9; inhibition, % at 35 µM; hit rate 0.36% among 290,000; AID 2006, 2009; in the data active = inhibition above about 50%, passing the limit was not always enough; note: strong numbers were not always called active
pCIP destab: p/CIP-EGFP fusion destabilizers, primary screen, fluorescence, F442A cells. Q05BA5. 16 h. decrease of EGFP signal, % at 10 µM. hit rate 0.01% among 290,000. AID 1984, 2009;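 active = EGFP signal decrease of at least 30% at 10 µM or well 3 SD below plate mean, unless failing retest; inactive = the rest, including hits failing retest or dose response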; note: some compounds called inactive have numbers as strong as hits; many of its hits are not listed in these tables
Target sequence (Q05BA5 1-1403): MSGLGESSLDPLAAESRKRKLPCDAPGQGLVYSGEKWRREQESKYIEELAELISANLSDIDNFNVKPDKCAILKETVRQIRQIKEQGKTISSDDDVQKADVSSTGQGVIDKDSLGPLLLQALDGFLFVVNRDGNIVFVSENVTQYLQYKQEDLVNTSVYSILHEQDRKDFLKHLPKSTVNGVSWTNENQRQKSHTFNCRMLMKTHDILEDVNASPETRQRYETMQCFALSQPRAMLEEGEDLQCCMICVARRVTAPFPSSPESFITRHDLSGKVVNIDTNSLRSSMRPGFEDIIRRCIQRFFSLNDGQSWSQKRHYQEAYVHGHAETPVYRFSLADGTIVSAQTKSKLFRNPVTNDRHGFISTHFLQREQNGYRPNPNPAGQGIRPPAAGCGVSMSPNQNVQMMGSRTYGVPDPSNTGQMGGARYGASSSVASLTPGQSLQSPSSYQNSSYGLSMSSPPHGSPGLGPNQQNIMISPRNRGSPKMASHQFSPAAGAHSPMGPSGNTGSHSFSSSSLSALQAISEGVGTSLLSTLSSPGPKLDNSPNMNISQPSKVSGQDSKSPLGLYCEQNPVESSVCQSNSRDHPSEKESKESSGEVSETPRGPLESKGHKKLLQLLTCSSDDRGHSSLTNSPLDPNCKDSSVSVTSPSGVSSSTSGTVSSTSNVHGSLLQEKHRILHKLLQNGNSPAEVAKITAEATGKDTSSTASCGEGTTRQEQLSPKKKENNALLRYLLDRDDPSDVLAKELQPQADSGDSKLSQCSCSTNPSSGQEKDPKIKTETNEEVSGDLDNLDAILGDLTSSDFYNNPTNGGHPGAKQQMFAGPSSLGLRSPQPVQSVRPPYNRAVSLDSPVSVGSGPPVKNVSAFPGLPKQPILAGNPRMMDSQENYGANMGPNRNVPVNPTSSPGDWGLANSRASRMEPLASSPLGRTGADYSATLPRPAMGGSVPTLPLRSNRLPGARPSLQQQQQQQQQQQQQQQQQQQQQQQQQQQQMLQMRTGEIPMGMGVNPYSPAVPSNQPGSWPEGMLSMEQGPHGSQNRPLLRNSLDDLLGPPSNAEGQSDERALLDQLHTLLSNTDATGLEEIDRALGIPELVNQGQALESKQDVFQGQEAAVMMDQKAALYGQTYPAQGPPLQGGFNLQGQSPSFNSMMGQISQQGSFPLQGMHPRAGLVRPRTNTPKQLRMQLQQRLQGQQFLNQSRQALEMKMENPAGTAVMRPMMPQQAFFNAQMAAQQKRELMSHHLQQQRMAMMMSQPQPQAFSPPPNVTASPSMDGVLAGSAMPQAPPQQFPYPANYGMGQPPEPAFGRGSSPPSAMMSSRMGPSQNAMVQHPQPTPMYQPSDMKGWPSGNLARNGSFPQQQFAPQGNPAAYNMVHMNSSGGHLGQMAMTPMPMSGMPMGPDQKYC
GalR3 antag: GalR3 antagonists in HEK293 cells, primary screen, cell-based, fluorescence readout | Galanin receptor type 3 (Homo sapiens), O60755 | HEK293 GalR3-CNG cAMP membrane potential fluorescence; galR3 body fused to GalR1 C-terminus | inhibition, % at 3 µM | hit rate 0.44% among 360,000;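 active = inhibition above the screen-wide average plus 3 SD, cut at about 13% in these data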;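 note: forskolin and galanin both at EC90 stimulate the cells; cAMP rise reported by CNG channel membrane potential dye signal; 0% = forskolin plus galanin with DMSO and 100% = forskolin alone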
IDE act: human IDE activators in live cells, primary screen, fluorescence polarization, HEK cells, FAbeta-B substrate. Insulin-degrading enzyme (Homo sapiens), P14735. FAbeta-B cleavage; 0% vehicle, 100% cell-free pure enzyme wells. activation, % at 5.96 µM. hit rate 0.073% among 340,000. AID 493087, 2011;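 active = activation above the mean of all tested compounds plus 3 SD, set per screening campaign, cut at about 17% in these data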
IDE cell inh: human IDE inhibitors in live cells, primary screen, fluorescence polarization, HEK cells, FAbetaB substrate; FAbetaB cleavage; inhibition, % at 5.59 µM; hit rate 0.41% among 320,000;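 active = percent inhibition above the average of all tested compounds plus 3 SD, set per screening campaign, cut at about 16% in these data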;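 note: IDE supplied by intact live HEK cells; FP after avidin binding of uncleaved biotin substrate so inhibition keeps polarization high; 0% = DMSO wells and 100% = 60 µM reference IDE inhibitor Ii1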
NS3 helicase inh: inhibitors of HCV NS3 helicase, primary screen, biochemical, Cy5 molecular beacon fluorescence | NS3 helicase DNA unwinding | inhibition, % at 10.9 µM | hit rate 0.56% among 290,000 | AID 1800, 2009;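 active = inhibition above the mean of all tested compounds plus 3 SD, set per campaign, cut at about 35% in these data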;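 note: 0% = DMSO wells and 100% = thioflavine S control wells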
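Assay system: hepatitis C virus NS3 helicase domain fragment enzyme. Also added: annealed dual-labelled DNA beacon duplex, ATP-started. Timing: 1 h reaction at 25 °C, ATP-initiated. Technique: Cy5 fluorescence at 0 and 60 min, beacon hairpin quenching. Evaluation: % inhibition of unwinding. Replication: one well per compound.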
CRFR2-BP antag: antagonists of CRF-BP/CRF-R2 complex, primary screen, cell-based, HEK293, calcium dye fluorescence, uHTS; inhibition, % at 11.8 µM; hit rate 0.59% among 350,000; CRF-induced calcium fluorescence; AID 588475, 2011;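 active = inhibition of the ligand-induced calcium signal above about 50% at the single tested concentration, limit read from the data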
IMP-1 inhibitor: IMP-1 metallo-beta-lactamase inhibitors, primary screen, biochemical, epi-absorbance readout, Pseudomonas aeruginosa enzyme; metallo-beta-lactamase IMP-1 (Pseudomonas aeruginosa); purified IMP-1, nitrocefin hydrolysis, epi-absorbance fluorescence; inhibition, % at 5.6 µM; hit rate 0.45% among 290,000; AID 1556, 2009;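 active = inhibition above the mean plus 3 SD of all compounds in the same screening run, cut at about 4.5% in these data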;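 note: 0% = IMP-1 with DMSO and 100% = DMSO wells lacking enzyme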
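System: purified recombinant IMP-1 beta-lactamase. Medium: Zinc- and detergent-supplemented HEPES buffer, pH 7.1. Compound: one 5.6 µM dose […]. Schedule: 15 min preincubation plus 25 min reaction at 25 °C. Technique: Epi-absorbance fluorescence, 480 nm excitation, 530 nm emission.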
VIM-2 inh: VIM-2 metallo-beta-lactamase inhibitors, primary screen, biochemical, epi-absorbance readout, Pseudomonas aeruginosa enzyme. inhibition, % at 5.6 µM. hit rate 0.89% among 290,000. purified VIM-2, nitrocefin hydrolysis, epi-absorbance fluorescence. AID 1527, 2009;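 active = inhibition above the mean of all tested compounds plus 3 SD, cutoff set per screening run, cut at about 7.5% in these data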;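 note: red hydrolysis product quenches plate fluorescence so inhibitors raise well fluorescence; 0% = enzyme with DMSO and 100% = DMSO without enzyme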
The depositor's hits bear a star; x = no result given.

SMILES	UBC9 SUMO inh	pCIP destab	GalR3 antag	IDE act	IDE cell inh	NS3 helicase inh	CRFR2-BP antag	IMP-1 inhibitor	VIM-2 inh
C[C@@H]1CC[C@H](O)/C=C/C(=O)O[C@H](C)CC[C@H](O)/C=C/C(=O)O1	8	-2	3	1	-1	x	-1	x	x
CCc1noc(C)c1C(=O)Nc1nc2ccc(F)cc2s1	x	x	-1	9	1	x	2	x	x
CC(C)Oc1cccc(C(=O)NC(=S)Nc2cccnc2)c1	-27	9	-3	-8	7	8	-17	-2.0	-5.3
CCC1(C)Cc2ccccc2-c2nc3n(c(=O)c21)CCS3 (stereo not given)	7	-2	-4	2	6	9	-18	-2.0	-3.9
COc1cc2c(cc1NC(=S)Nc1cccc(C(F)(F)F)c1)oc1ccccc12	1	-2	3	1	-1	2	16	2.6	-3.4
COCCN(Cc1cc2ccc(C)cc2[nH]c1=O)S(=O)(=O)c1ccccc1	0	9	-8	3	3	-6	0	-3.0	-2.4
COc1ccccc1-c1cc(C(F)(F)F)nc(N2CCN(c3ccc(F)cc3)CC2)n1	6	14	-4	10	-1	-9	-20	-1.0	-2.5
Cc1cccc(C)c1NC(=O)CNC(=O)C1COc2ccccc2O1 (stereo not given)	x	x	-4	0	1	x	-2	x	x
CCc1ccc(OCC(=O)Nc2cc(S(=O)(=O)CC)ccc2O)cc1	-4	-8	-6	-3	7	1	-16	-1.4	-1.3
O=C(NCc1ccco1)C1CCCN1C(=O)Nc1ccc(Br)cc1 (stereo not given)	5	-7	-5	-1	x	-4	-1	-1.8	-1.6
CCOc1ccc(C(=O)Nn2cnnc2)cc1	-2	1	-5	0	-6	0	13	-2.9	-2.1
CC(C)(C)c1ccc(/C=N/Nc2nncn2N)cc1	5	3	-3	2	x	-3	10	-5.0	-3.6
Cc1cccc(C(=O)NNS(=O)(=O)c2ccc(F)cc2)c1O	4	0	-9	4	x	9	14	-1.1	-2.2
O=C(NC(N1CCCCCC1)C(Cl)(Cl)Cl)c1ccccc1Cl (stereo not given)	11	-15	6	0	1	-9	11	-3.1	-0.4
Oc1ccc(-c2nccc(-c3ccc(Cl)cc3Cl)n2)cc1	1	-7	-6	4	0	-11	-3	-2.0	-0.4
Cc1ccc(NC(=O)Nn2cnnc2)cc1	23	-2	-4	0	x	4	-7	-3.7	-0.5
COc1ccc(C2N=C(N)N=C(N)N2c2ccccc2)cc1OC (stereo not given)	31	2	1	2	-1	-5	8	-2.5	-1.2
O=C1c2ccccc2C(=O)N1CCCON1C(=O)c2ccccc2C1=O	-11	1	-4	1	-1	1	37	-2.9	-1.3
N#CC1=C(N)OC2=C(C(=O)CCC2)C1c1ccc(OC(=O)N2CCOCC2)cc1 (stereo not given)	-12	-6	4	2	-2	-4	8	-1.8	1.6
CCN1CCN(c2ccc(NC(=O)c3ccco3)cc2Cl)CC1	0	-6	-10	-1	0	2	7	-1.8	0.5
O=C(/C=C/c1ccc(Br)o1)OCc1ccccc1	-7	-2	1	6	3	0	-7	0.6	-0.9
O=C(OCn1nnc2ccccc2c1=O)C1COc2ccccc2O1 (stereo not given)	11	-15	-8	6	0	2	20	-3.1	-3.0
CCOC(=O)c1ccc(NC(=S)NC(=O)COc2ccccc2)cc1	17	-2	-2	4	-9	0	-91	3.3	0.2
Fc1c(F)c(F)c(N/N=C/c2c[nH]c3ccccc23)c(F)c1F	7	-7	-12	-1	2	13	-16	-2.7	-2.6
CCOC(=O)c1cc(-c2ccccc2)nn1Cc1cc(C)no1	x	x	-4	2	1	x	0	x	x

Complete entries, quoted from the list. Screens in order: UBC9 SUMO inh, pCIP destab, GalR3 antag, IDE act, IDE cell inh, NS3 helicase inh, CRFR2-BP antag, IMP-1 inhibitor, VIM-2 inh
Oc1ccc(-c2nccc(-c3ccc(Cl)cc3Cl)n2)cc1 is listed as 1, -7, -6, 4, 0, -11, -3, -2.0, -0.4
CC(C)Oc1cccc(C(=O)NC(=S)Nc2cccnc2)c1 is listed as -27, 9, -3, -8, 7, 8, -17, -2.0, -5.3

More records
SMILES	UBC9 SUMO inh	pCIP destab	GalR3 antag	IDE act	IDE cell inh	NS3 helicase inh	CRFR2-BP antag	IMP-1 inhibitor	VIM-2 inh
CN1C(=O)C2(OCCCO2)c2ccccc21	10	1	-12	2	0	1	4	-2.9	-1.3
Cn1c(=O)c2c(nc(N3CCOCC3)n2CCc2ccccc2)n(C)c1=O	8	8	-2	4	2	-2	-12	-1.0	-2.9
Cn1ncc2c(Nc3cccc(C(=O)O)c3)ncnc21	29	-14	-5	7	-2	5	26	-0.7	2.9
O=C(Nc1ccccc1)N1CCN(S(=O)(=O)c2ccccc2)CC1	8	-5	0	6	4	8	-5	-1.1	-1.3
N#Cc1nc(-c2ccco2)oc1N1CCC(C(N)=O)CC1	4	-11	-3	-1	-1	-2	-4	-1.8	1.7
COc1cccc(N(CC(=O)NC(C)c2ccccc2)S(C)(=O)=O)c1 (stereo not given)	6	-10	-6	5	-4	-1	0	-0.9	-3.7
Cc1cc(SCC(=O)NC(=O)NCc2ccco2)nc2c(C)cccc12	10	-14	4	-1	-1	22	-25	-2.3	-1.1
COc1ccc2c(c1)[C@H]1[C@H](CO2)[C@H](c2ccccc2)[C@]2(C)C(=O)Nc3cc(F)ccc3C(=O)N12	x	x	-6	0	3	x	22	x	x
CCCCCCCC(=O)NNC(=O)c1c(O)c2ccccc2n(CCC)c1=O	-2	1	-2	7	3	0	-100	-2.3	-3.0
COCNc1nc(OCC#N)nc(N(C)C)n1	6	-15	8	7	1	-3	1	-2.4	-1.6
O=S(=O)(c1cccc(-c2csc(N/N=C/c3ccco3)n2)c1)N1CCOCC1	6	-3	-7	0	-3	-12	-12	-3.3	-3.8
COc1ccc(OC)c(CN2CCC(N3CCC(C(=O)NC4CC4)CC3)CC2)c1	6	-14	-2	2	0	-11	9	-0.9	-0.5
Cc1cc(C)cc(NC(=S)NCCSc2ccc(Cl)cc2)c1	-34	-8	-4	2	2	-24	-17	-4.4	-4.1
CCc1ccccc1NC(=O)Cn1ccn(-c2ccc(OC)cc2)c(=O)c1=O	17	-9	-11	4	4	13	-4	-2.4	-2.4
CC(C(=O)OCn1nnc2ccccc2c1=O)N1C(=O)c2ccccc2C1=O (stereo not given)	-10	-3	-3	3	0	-5	-7	-2.3	-2.3
COc1ccc(CNC(=O)CCC(=O)Nc2cccnc2)cc1	0	6	-8	3	5	-2	13	-3.3	1.0
COc1cccc(/C(N)=N/OC(=O)Cc2ccccc2[N+](=O)[O-])c1	-14	4	-2	-7	-3	-7	14	-2.8	-1.4
Clc1cccc(NCc2cn3cccnc3n2)c1	16	-3	-2	3	0	6	13	-1.6	-3.0
Cc1c(Cl)cccc1NC(=S)N1CCN(c2ccccn2)CC1	7	-6	-3	4	2	-2	-2	-2.3	-2.3
CN(C(=O)COC(=O)CNC(=O)C12CC3CC(CC(C3)C1)C2)c1ccccc1	-1	7	-2	4	1	5	24	-3.0	-3.8
CC(C)(C)c1ccc(C(=O)c2cn[nH]c2-c2ccccc2O)cc1	3	3	-7	2	-7	-20	-3	-2.5	-0.4
CCc1noc(C)c1C(=O)N(C)CC(=O)Nc1ccccc1C(F)(F)F	x	x	-4	-3	0	x	-11	x	x
CCn1c(CNC(=O)COc2ccc(C(C)C)cc2)nnc1SCC(=O)Nc1ccccc1	-11	-14	-1	3	-1	2	-36	-4.5	-0.6
COc1ccc(NS(=O)(=O)c2ccc(N)c(C(=O)O)c2)cc1	14	7	-3	5	-2	11	0	-0.9	-2.1
CN(C)S(=O)(=O)c1cccc(NC(=S)NC23CC4CC(CC(C4)C2)C3)c1	-13	3	-9	2	5	-4	-9	-4.2	-3.5

(more compounds)
SMILES	UBC9 SUMO inh	pCIP destab	GalR3 antag	IDE act	IDE cell inh	NS3 helicase inh	CRFR2-BP antag	IMP-1 inhibitor	VIM-2 inh
CN(CCCC(=O)N1CCN(c2ncccn2)CC1)S(=O)(=O)c1ccc(F)cc1	x	x	-5	1	9	x	-12	x	x
Cc1ccc(-n2nnnc2SCC(=O)N(CC(C)C)c2c(N)n(CC(C)C)c(=O)[nH]c2=O)cc1	-24	-4	9	-3	1	-6	-15	-1.7	0.0
COc1cccc(NC(=O)CCCOc2cc(=O)n(C)c3ccccc23)c1	16	-7	6	-2	-1	-8	-7	-1.3	-2.9
COc1cc(CC(=O)N2CCN(S(=O)(=O)c3ccc(C)cc3)CC2)cc(OC)c1OC	x	x	-7	3	3	x	-8	x	x
CN(CC(=O)N1CC=C(c2ccccc2)CC1)S(=O)(=O)c1cnc[nH]1	0	0	-3	-4	5	-4	-67	-0.9	2.6
O=C(Nc1nc(-c2ccccc2)cs1)C1CCCN(S(=O)(=O)c2cccc([N+](=O)[O-])c2)C1 (stereo not given)	5	7	-7	1	5	-2	-4	-7.2	-2.4
CN(C)S(=O)(=O)c1ccc(N2CCCC2)c(C(=O)Nc2ccccc2OC(F)F)c1	14	-7	-2	0	0	7	22	-1.8	-2.0
CCOc1ccc(N2CC(C(=O)Nc3cccc(C(=O)NC4CC4)c3)CC2=O)cc1 (stereo not given)	x	x	2	-3	-7	x	1	x	x
Cc1cc(C)c2nc3c(c(C(=O)O)c2c1)CCC3	10	-12	-5	3	5	3	6	-1.3	1.2
CCOc1ccc(NC(=O)CCCN2C(=S)NC(C)(C)CC2C)cc1 (stereo not given)	6	-3	-3	5	-5	3	38	-1.8	-1.9
COc1ccc(OC)c(NS(=O)(=O)Cc2ccccc2)c1	8	-18	x	x	0	-36	x	-2.6	-6.8
Cc1cccc2cc(CN(Cc3ccco3)C(=O)Nc3cccc(C#N)c3)c(Cl)nc12	-18	-10	-11	3	1	4	-4	-2.8	-6.1
C=CC#CC[N+]1(CC#Cc2ccccc2)CCOCC1	20	4	-2	-1	x	-64	1	20*	20*
CCn1c(SCC(=O)N/N=C/C(C)=C\c2ccco2)nnc1-c1ccccc1	16	-2	-6	4	-1	20	-6	-1.9	-2.8
O=S(=O)(c1ccc2ccccc2c1)N(CC(O)COCc1ccco1)c1ccccc1 (stereo not given)	-2	-5	-7	-4	-3	-3	-3	-4.2	-1.0
N#CCc1ccc(NC(=O)c2ccc(S(=O)(=O)N3CCOCC3)cc2)cc1	2	-9	-3	-1	1	4	-3	-2.5	-2.1
Cc1ccc(CN2CCN(/N=C/c3cccs3)CC2)cc1	0	-16	-2	-4	-1	-13	-10	-3.6	-1.5
COC(=O)c1ccc(NC(=O)Nc2ccc(C)cc2)cc1	4	-2	-1	-1	3	-5	-5	-3.9	-5.9
Cn1nccc1C(=O)N1CCN(c2cccc(Cl)c2)CC1	-3	2	-2	5	-3	-4	14	1.8	-2.3
O=C1NCCCc2nc(Oc3ccccc3)sc21	-20	-7	-1	-1	3	1	18	-2.9	-3.4
